Casp1 inh – blocks human caspase-1 allosterically or competitively; hit rate 0.03% among 75,000; AID 900; Potency, µM (top dose mostly 57.5 µM), inactives show at the top dose activity change, negative = inhibition, hits mostly inhibitors; Caspase-1 enzyme, Ac-WEHD-AFC fluorogenic rate;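 note: potency is the fitted concentration of half-maximal effect; plate controls were vehicle for no effect and no substrate for full effect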
USP2a inhib – blocks human ubiquitin-specific protease USP2a. O75604. USP2a enzymatic assay, qHTS inhibition. Potency, µM (highest dose often 38.3 µM), for inactives: at the highest dose activity change, negative = inhibition, usual class: inhibitors. hit rate 0.1% among 60,000. AID 927;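 note: potency is the fitted concentration of half-maximal effect; nearly all actives have a fitted effect of over 60% in size; plate controls were DMSO for no effect and NEM full inhibition control for full effect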
Target sequence (O75604 whole entry, looked up): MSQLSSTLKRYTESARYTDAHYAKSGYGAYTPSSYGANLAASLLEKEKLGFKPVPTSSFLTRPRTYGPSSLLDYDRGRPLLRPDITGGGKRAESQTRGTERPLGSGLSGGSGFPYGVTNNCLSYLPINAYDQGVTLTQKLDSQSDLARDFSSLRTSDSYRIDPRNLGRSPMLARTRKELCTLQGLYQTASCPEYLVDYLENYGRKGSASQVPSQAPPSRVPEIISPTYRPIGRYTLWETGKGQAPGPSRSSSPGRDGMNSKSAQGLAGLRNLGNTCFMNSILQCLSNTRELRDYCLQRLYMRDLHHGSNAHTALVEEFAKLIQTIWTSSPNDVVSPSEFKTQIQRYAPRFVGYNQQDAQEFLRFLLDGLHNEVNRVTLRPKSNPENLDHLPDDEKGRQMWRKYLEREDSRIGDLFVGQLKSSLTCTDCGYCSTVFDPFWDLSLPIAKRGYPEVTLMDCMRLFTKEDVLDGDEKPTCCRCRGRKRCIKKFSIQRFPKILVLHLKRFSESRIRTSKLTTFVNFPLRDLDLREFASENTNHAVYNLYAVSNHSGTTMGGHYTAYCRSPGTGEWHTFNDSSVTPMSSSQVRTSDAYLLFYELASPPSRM
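Coupled readout: USP2-cleaved Ub-PLA2 (20nM final) turns over NBD C6-HPC (20uM final), Ex 460nm/Em 535nm after 2.5 h, time-zero read flagging artifacts. Enzyme (20nM final, pH 8.0 Tris) given 30 min RT with compound first; NEM defines full inhibition.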
HADH2 inh – blocks human hydroxyacyl-CoA dehydrogenase type II. Q99714. recombinant HADH2, NADH fluorescence, beta-hydroxybutyryl-CoA. Potency, µM (top dose mostly 57.1 µM), inactives show top-dose activity change, negative = inhibition, usual class: inhibitors. hit rate 3.4% among 73,000. AID 886; note: potency is the fitted concentration of half-maximal effect; % is set by controls: 0 for no effect and ±100 for the full control effect; nearly all actives have a fitted effect of over 60% in size; many of its hits are not listed in these tables
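Activity measured as NADH fluorescence gain (360/450 nm), taken as the change between first and last reads of a 4-min kinetic run. Conditions: pH 9.0 Tris buffer, 20 nM E. coli-expressed His-tagged enzyme, 1 mM NAD+, 90 uM beta-hydroxybutyryl-CoA; 15-min compound preincubation.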
Pol III holo inh – inhibitors of bacterial DNA polymerase III holoenzyme; reconstituted DNA polymerase III holoenzyme replication, biochemical; Potency, µM (top dose mostly 57.1 µM), for the others: top-dose activity change, negative = inhibition; hit rate 0.25% among 71,000; note: potency is the fitted concentration of half-maximal effect; % is set by controls: 0 for no effect and ±100 for the full control effect
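Reconstituted *E. coli* holoenzyme (0.35 nM Pol III, 1 nM beta, 154 nM SSB, 2 nM primase) was preincubated with compound for 15 min at RT. Synthesis on 1.4 nM ssM13Gori ran 35 min, then was stopped with PicoGreen/EDTA and read as dsDNA fluorescence.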
Tau fil binding – tau filament binding | Potency, µM (doses to about 57.1 µM), for the others: at the top dose activity change, negative = inhibition | recombinant tau filaments, thioflavin S fluorescence, 15 h; filaments grown with octadecylsulfate alongside compound | hit rate 2% among 71,000;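 note: potency is the fitted concentration of half-maximal effect; % is set by controls: 0 for no effect and ±100 for the full control effect; actives lower thioflavin S fluorescence by blocking filaments or displacing dye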
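Read-out: ThS fluorescence, 450 nm excitation/510 nm emission; lower signal marks blocked filament formation or displaced dye. Tau at 1 uM with 30 uM ODS, 10 uM ThS, 5 mM DTT, 100 mM NaCl, 10 mM HEPES pH 7.4; 15 h, 37 C.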
BRCT PPI red – disrupts BRCA1 BRCT binding to phosphoprotein, red fluorophore readout | BRCT-phosphopeptide binding, red fluorescence polarization | Potency, µM (titrated, usually from 76.9 µM), for inactives: at the top dose activity change, negative = inhibition, actives largely listed as inhibitors | hit rate 0.03% among 75,000 | AID 892; note: % is set by controls: 0 for no effect and ±100 for the full control effect
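Fluorescence polarization: 100 nM His-tagged BRCA1 BRCT with 100 nM TAMRA-labelled phospho-BACH1 decapeptide, phosphate buffer pH 7.3 with 150 mM NaCl, DTT, 0.01% Tween 20; 12 min RT. Binding inhibition seen as FP decrease.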
BRCT inh green – BRCA1 BRCT-phosphoprotein interaction inhibition | P38398 | BRCA1 BRCT-phosphopeptide binding, green fluorescence polarization | Potency, µM (doses to about 76.9 µM), without a hit: top-dose activity change, negative = inhibition, actives largely listed as inhibitors | hit rate 0.05% among 75,000 | AID 875;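 note: potency is the fitted concentration of half-maximal effect; plate controls were peptide without protein for full effect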
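Compounds were incubated for 12 min at room temperature with a complex of 100 nM fluorescein-tagged pBACH1 decapeptide and 250 nM His-tagged BRCT protein. Buffer was phosphate pH 7.3 with EDTA, DTT and Tween 20. Disruption of binding lowers the polarization signal.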
Casp7 inh – allosteric or competitive inhibitors of human caspase-7; AID 889; P55210; Potency, µM (doses to about 57.5 µM), for the others: at the highest dose activity change, negative = inhibition, hits mostly inhibitors; recombinant caspase-7, Ac-DEVD-AFC fluorescence rate; hit rate 0.02% among 75,000; active = well fitted inhibition curve with a large enough effect in the main read-out, with a control signal flat, not every such curve was filed as active; inconclusive = small, poorly fitted or top-dose-only effect, or a change in a side signal; note: potency is the fitted concentration of half-maximal effect; % of control where 0% means no effect
Target sequence (P55210 24-198 limits assumed): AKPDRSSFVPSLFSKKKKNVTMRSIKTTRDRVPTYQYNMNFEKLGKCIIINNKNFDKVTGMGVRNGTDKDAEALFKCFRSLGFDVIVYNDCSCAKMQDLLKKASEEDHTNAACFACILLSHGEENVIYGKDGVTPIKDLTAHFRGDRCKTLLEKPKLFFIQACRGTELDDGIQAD
Target sequence (P55210 207-303 limits assumed): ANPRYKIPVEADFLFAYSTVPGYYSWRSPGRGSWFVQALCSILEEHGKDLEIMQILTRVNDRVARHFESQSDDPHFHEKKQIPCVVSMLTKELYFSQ
HEK293 cAMP cs – parental HEK293 cAMP activation (counter-screen) | parental HEK293 CNG cAMP sensor, membrane potential fluorescence | Potency, µM (top dose mostly 57.1 µM), inactives show at the highest dose activation, usual class: activators | hit rate 2.5% among 73,000 | AID 938; note: potency is the fitted concentration of half-maximal effect; % of control where 0% means no effect; nearly all actives have a fitted effect of over 55% in size
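Counterscreen for endogenous-receptor signalling: CNG-channel HEK 293 cells report cAMP rise by membrane depolarization. After 60 min dye equilibration with 100 uM RO 20-1724, compounds incubated 30 min before bottom-read fluorescence at 590 nm.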
ALOX15 inhib – inhibitors of human 15-lipoxygenase (ALOX15). P16050. purified 15hLO-1, xylenol orange hydroperoxide absorbance. Potency, µM (series often up to 57.1 µM), inactives show top-dose activity change, negative = inhibition, actives largely listed as inhibitors. hit rate 1.4% among 74,000. AID 887; note: potency is the fitted concentration of half-maximal effect; % is set by controls: 0 for no effect and ±100 for the full control effect; nearly all actives have a fitted effect of over 55% in size
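Readout: Fe(III)-xylenol orange absorbance, 573-to-405 nm ratio as reaction progress. Enzyme 40 nM purified human 15hLO-1, substrate 50 uM arachidonic acid, 6 min RT after 15 min compound preincubation; Hepes pH 7.5 buffer with Triton X-100.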
Rhodamine fluor – rhodamine region autofluorescence; Rhodamine-region fluorescence, 547/598 nm, Tris buffer; active compounds read high; max dye-equivalent concentration, M; hit rate 0.05% among 59,000; AID 594; in the data active = max dye-equivalent concentration above about 11 nM; inconclusive = between about 1.1 nM and that limit
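Compounds in 100 mM Tris buffer, pH 8.0, were incubated 15 min at room temperature, then read at 547 nm excitation and 598 nm emission. Fluorescence was normalized against a per-plate six-point rhodamine standard curve as dye-equivalent concentration.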
An asterisk follows results filed as active; i = inactive; ? = inconclusive; . = not tested or not shown; [ ] = dose if it differs, or a comment. Unless noted, calls come from the whole dose curve; as a rule, active = well fitted curve in the direction sought with a large enough effect; inconclusive = small, poorly fitted or top-dose-only effect, or another doubt; inactive = no such curve, though single readings can be large; an effect the other way counts as inactive or inconclusive.

The opening 4 entries as a preview:
no.	Compound	Casp1 inh	USP2a inhib	HADH2 inh	Pol III holo inh	Tau fil binding	BRCT PPI red	BRCT inh green	Casp7 inh	HEK293 cAMP cs	ALOX15 inhib	Rhodamine fluor
1	CN1CCN(c2ncncc2-c2ccccc2C(F)(F)F)CC1	-2%	15%	-1%	-8%	-3%	0.8%	-2.3%	-6%	-3%	-2%	i
2	CC(=O)Nc1ccc(S(=O)(=O)Nc2ccc(S(=O)(=O)N3CCCCCC3)cc2)cc1	-1%	-1%	1%	3%	0%	0.8%	0.6%	0%	-4%	4%	i
3	CCC(C)(C)n1nnnc1C(c1cccc(C#N)c1)N1CCN(c2cccc(C)c2C)CC1 (stereo not drawn)	1%	5%	34%[activator]	-5%	-7%	1.4%	-2.3%	-2%	?	8%	i
4	CC1Cc2nc(SCC(=O)Nc3ccc4c(c3)OCCO4)n(C)c(=O)c2S1 (stereo not drawn)	0%	48%[activator]	-6%	-4%	-14%	1.3%	0.0%	0%	13%	-4%	i

The whole of this part, from the first entry:
no.	Compound	Casp1 inh	USP2a inhib	HADH2 inh	Pol III holo inh	Tau fil binding	BRCT PPI red	BRCT inh green	Casp7 inh	HEK293 cAMP cs	ALOX15 inhib	Rhodamine fluor
1	CN1CCN(c2ncncc2-c2ccccc2C(F)(F)F)CC1	-2%	15%	-1%	-8%	-3%	0.8%	-2.3%	-6%	-3%	-2%	i
2	CC(=O)Nc1ccc(S(=O)(=O)Nc2ccc(S(=O)(=O)N3CCCCCC3)cc2)cc1	-1%	-1%	1%	3%	0%	0.8%	0.6%	0%	-4%	4%	i
3	CCC(C)(C)n1nnnc1C(c1cccc(C#N)c1)N1CCN(c2cccc(C)c2C)CC1 (stereo not drawn)	1%	5%	34%[activator]	-5%	-7%	1.4%	-2.3%	-2%	?	8%	i
4	CC1Cc2nc(SCC(=O)Nc3ccc4c(c3)OCCO4)n(C)c(=O)c2S1 (stereo not drawn)	0%	48%[activator]	-6%	-4%	-14%	1.3%	0.0%	0%	13%	-4%	i
5	CC(C)OCCCNC(=O)c1c(N)n(/N=C/c2ccccn2)c2nc3ccccc3nc12	-1%	41%[activator]	29%	-3%	-2%	1.1%	-0.1%	-1%	10µM*	-5%	i
6	Cc1cc(C(=O)CSc2nc3ccccc3c(=O)[nH]2)c(C)n1C	1%	19%	1%	-5%	-19%	0.7%	-0.9%	-2%	?	-8%	i
7	Cn1c(NCc2c[nH]c3ccccc23)nc2ccccc21	1%	3%	12%	-4%	45%	0.0%	-5.9%	0%	-11%	-3%	i
8	Cn1c(=O)c2c(nc(SCc3cccnc3)n2Cc2ccc(F)cc2)n(C)c1=O	7%	3%	1%	4%	3%	-1.0%	4.7%	-4%	3%	-4%	i
9	CCOC(=O)c1c(C)nc2sccn12	-1%	0%	-16%	-3%	-3%	-1.4%	-0.4%	1%	5%	5%	i
10	COc1cc(/C=N/n2cnnc2)ccc1OCC(=O)N1CCOCC1	-3%	1%	?	-2%	-1%	0.2%	-3.9%	-1%	13%	-7%	.
11	Cc1ccc2[nH]c(=O)c(-c3nc4c(C)cccn4c3NCc3ccco3)cc2c1	-12%	-14%	42%[activator]	-6%	?	0.7%	0.1%	-10%	-8%	?	i
12	COc1ccc2c(c1)c1c3n2CCN(C)C3=NCC1	-5%	.	-2%	-8%	30%	0.3%	-1.1%	-4%	13%	2%	i
13	COc1cc(C2CC(=O)NC3=C2C(=O)CC(C)(C)C3)ccc1O (stereo not drawn)	0%	-17%	3%	-4%	5%	0.7%	0.3%	-3%	-42%[inhibitor]	21%	i
14	O=C(CN1C(=O)CSc2ccccc21)Nc1ccc2c(c1)OCCO2	-3%	22%	4%	-3%	?	-0.1%	1.3%	-2%	3%	?	i
15	C=CCNC1=C(Cl)C(=O)N(c2ccccc2Cl)C1=O	-10%	-4%	-7%	-6%	0%	-4.3%	1.1%	-2%	?	-28%	i
16	O=C(NCc1nc2ccccc2[nH]1)c1ccco1	-1%	6%	13%	2%	-4%	-0.7%	0.2%	-4%	5%	3%	i
17	CC(C)CC(NC(=O)OC(C)(C)C)C(=O)NC(C(=O)NC(C)C(N)=O)C(C)C (stereo not drawn)	1%	.	-5%	-3%	4%	0.3%	-0.6%	2%	3%	5%	i
18	Cc1occc1-c1nnc(SCC(=O)NCCc2ccccc2)n1C(C)c1ccccc1 (stereo not drawn)	-9%	-13%	34%[activator]	53%	8%	-2.1%	-2.5%	0%	?	-3%	i
19	O=C(NCCOC(=O)c1ccc(S(=O)(=O)N2CCOCC2)cc1)c1cccnc1	0%	-5%	34%[activator]	-7%	-7%	-0.2%	-1.8%	2%	?	6%	i
20	Cc1cc(C)n(-c2nc3ccccc3c(=O)n2OCCOc2ccccc2)n1	-4%	9%	-1%	-2%	-14%	0.6%	-1.0%	0%	?	0%	i
21	CC(C)CCOCC1CC2(CC(C)(c3csc(N)n3)OC2=O)C(=O)O1 (stereo not drawn)	-3%	.	1%	.	.	-0.3%	-2.8%	0%	8%	-3%	.
22	CN(C)S(=O)(=O)N1CCN(C(=O)N(c2ccccc2)c2ccccc2)CC1	0%	7%	4%	11%	-14%	-1.8%	-0.9%	-1%	11%	-9%	i
23	COc1cc(-n2nnnc2SCC(=O)N2CCN(c3ccc(F)cc3)CC2)c(OC)cc1Cl	-1%	23%	14%	6%	-11%	-1.4%	-0.2%	-1%	4%	-15%	i
24	O=[n+]1c2c(n([O-])c3c1CCCC3)CCCCC2	0%	-5%	-3%	-1%	1%	0.4%	2.5%	-1%	4%	2%	.
25	CCCCC(=O)Nc1ccc(Cl)cn1	2%	-2%	-7%	2%	3%	0.8%	-1.7%	1%	7%	0%	i
26	CCn1c(=O)c(=O)[nH]c2cc(C(=O)NC3CCCc4ccccc43)ccc21 (stereo not drawn)	-1%	19%	5%	-2%	-8%	3.5%	0.4%	0%	6%	0%	?
27	Cc1nc2c(c(=O)n1Cc1ccco1)c1nc3ccccc3nc1n2Cc1ccccc1	?	48%[activator]	25µM*	?	16µM*	2.4%	1.2%	?	28%	-16%	i
28	O=C(NC1CCN(Cc2ccccc2)CC1)c1ccccc1F	1%	7%	0%	3%	7%	1.9%	0.7%	0%	6%	12%	.
29	COc1ccc(S(=O)(=O)N2CCC(C(=O)NC3CC3)CC2)cc1Cl	1%	6%	2%	-3%	-3%	0.0%	0.5%	0%	-3%	3%	i
30	CCCCCOC(=O)CSc1nc2c(c(=O)[nH]c(=O)n2C)n1CCc1ccccc1	-2%	1%	?	-5%	-8%	-0.1%	1.7%	2%	27%	-3%	i
31	COc1ccc(C)cc1S(=O)(=O)N(CC(=O)O)c1ccc(F)cc1	1%	-10%	4%	3%	-2%	0.5%	1.0%	-1%	0%	8%	i
32	COc1ccc(-n2c(Cc3cccn3C)nnc2SCC(=O)Nc2ccc(F)cc2F)cc1	-1%	.	-6%	0%	6%	0.5%	-0.4%	-3%	0%	-26%	.
33	Nc1ccc(OCc2ccccc2)cc1	-4%	.	-8%	-6%	?	-1.4%	-1.3%	2%	-3%	1%	.
34	CO[C@H]1COC(=O)[C@@H](CCSC)NC(=O)C/C=C\[C@@H](C)[C@H](OC)COC(=O)[C@@H](OCc2ccccc2)/C=C\[C@@H]1C	0%[11.5 µM]	.	3%[11.4 µM]	.	.	1.1%[15.4 µM]	-2.2%[15.4 µM]	0%[11.5 µM]	-2%[11.4 µM]	5%[11.4 µM]	.
35	C=C(C)Cn1c(SCC)nc2ccccc2c1=O	-2%	.	6%	0%	-7%	0.3%	0.1%	3%	?	-1%	i
36	CCOC(=O)c1c(CN2CCCCC2)n(C)c2ccc(OC)c(S(=O)(=O)c3ccccc3)c12	-3%	14%	0%	-3%	-7%	-0.4%	-1.2%	-3%	10%	-3%	i

Assay outcomes as filed in PubChem BioAssay.

These rows are one share of the data; rates above refer to the full screens.
